# Assay outcomes deposited in PubChem by several laboratories.
# VLA-4 inh – inhibition in a human VLA-4 binding assay; P13612; VLA-4 expressing cells, ligand binding flow cytometry; inhibition, % (about 7 µM as worked out from the volumes in the protocol); 330,000 compounds, 0.2% hits; in the data active = inhibition above about 50%
# Fam108B inh – counter-screen for RBBP9 inhibitors: inhibitors of mouse Fam108B | recombinant Fam108B, FP-Rh probe fluorescence polarization | 300,000 compounds, 0.33% hits | inhibition, % at 9.51 µM;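 active = inhibition above the screen mean inhibition plus 3 SD, computed separately per campaign, cut at about 18% in these data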;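 note: inhibitors lower polarization as less probe binds the enzyme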
# MEX-5 binding – C. elegans MEX-5 TCR-2 RNA binding activity. 300,000 compounds, 0.38% hits. Q9XUB2. activity score (negative = inhibition of binding), % at 10 µM. MEX-5/FITC-TCR2 RNA binding, fluorescence polarization; hits give low values;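 active = inhibition past about -25% in most replicates, and total fluorescence under double the plate's negative control median, limit read from the data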;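 note: 0% = DMSO and -100% = 5 µM competing unlabeled TCR2 RNA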
# BCLXL inh – Bcl-xL (human) inhibition. Q07817. GST-Bcl-xL / FITC-Bim BH3 peptide fluorescence polarization. inhibition, % at 10.9 µM. 320,000 compounds, 0.7% hits;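 active = inhibition above the mean of all tested compounds plus 3 SD, cutoff set per campaign, cut at about 30% in these data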;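 note: 0% = DMSO wells and 100% = unlabeled Bim-BH3 peptide competitor; inhibitors lower millipolarization by displacing the labeled peptide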
# GLD-1 RNA inh – GLD-1-TGE RNA interaction inhibition (C. elegans). Q17339. purified GLD-1 + fluorescein TGE RNA, fluorescence polarization. inhibition, % at 5.96 µM. 320,000 compounds, 0.44% hits;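 active = percent inhibition above a per-plate cutoff, the plate mean of test compounds plus 3 SD, cut at about 30% in these data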;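 note: 0% = DMSO wells with GLD-1 and probe and 100% = wells lacking GLD-1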
# GRK2 aptamer HTS – inhibitors of human GRK2 displacing RNA aptamer; P25098; bead flow cytometry, FAM-aptamer displacement from GRK2; inhibition of aptamer binding, % at 10 µM; 330,000 compounds, 0.59% hits; AID 488847;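 active = inhibition of aptamer binding above 40%, roughly 3 SD of noise, on plates passing a quality check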;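 note: median bead fluorescence of bound FAM aptamer so fluorescent compounds give negative values; no value below 0 was filed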
# Target sequence (P25098 whole entry, looked up): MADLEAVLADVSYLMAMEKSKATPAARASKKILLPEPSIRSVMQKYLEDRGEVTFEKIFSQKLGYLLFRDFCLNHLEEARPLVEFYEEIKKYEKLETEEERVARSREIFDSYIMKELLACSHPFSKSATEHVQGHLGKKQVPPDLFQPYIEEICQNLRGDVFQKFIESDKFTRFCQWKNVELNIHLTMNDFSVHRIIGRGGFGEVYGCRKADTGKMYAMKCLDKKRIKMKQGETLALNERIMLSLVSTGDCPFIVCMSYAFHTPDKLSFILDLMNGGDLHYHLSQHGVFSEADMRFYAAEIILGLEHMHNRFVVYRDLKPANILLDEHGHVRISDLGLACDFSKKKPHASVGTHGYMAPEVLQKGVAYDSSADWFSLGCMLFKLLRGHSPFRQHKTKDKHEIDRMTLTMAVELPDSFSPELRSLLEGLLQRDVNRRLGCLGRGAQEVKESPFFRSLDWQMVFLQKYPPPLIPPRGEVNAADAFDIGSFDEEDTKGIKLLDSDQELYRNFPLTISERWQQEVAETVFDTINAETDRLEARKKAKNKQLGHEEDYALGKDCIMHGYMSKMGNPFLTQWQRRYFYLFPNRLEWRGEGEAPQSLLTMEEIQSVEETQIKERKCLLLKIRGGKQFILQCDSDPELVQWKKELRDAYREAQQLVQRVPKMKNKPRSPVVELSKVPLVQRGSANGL
# PME-1 primary – blocks human protein phosphatase methylesterase 1. 320,000 compounds, 0.53% hits. Q9Y570. inhibition, % at 5.9 µM. recombinant PME-1, FP-Rh probe fluorescence polarization. AID 2130;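 active = inhibition above the campaign mean of all compounds plus 3 SD, cut at about 26% in these data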;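 note: competitive labeling of PME-1 active site by serine hydrolase directed probe; 0% = PME-1 with DMSO and 100% = wells lacking PME-1 enzyme; inhibitors block probe labeling so polarization falls and inhibition rises; many of its hits are not listed in these tables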
# Target sequence (Q9Y570 whole entry, looked up): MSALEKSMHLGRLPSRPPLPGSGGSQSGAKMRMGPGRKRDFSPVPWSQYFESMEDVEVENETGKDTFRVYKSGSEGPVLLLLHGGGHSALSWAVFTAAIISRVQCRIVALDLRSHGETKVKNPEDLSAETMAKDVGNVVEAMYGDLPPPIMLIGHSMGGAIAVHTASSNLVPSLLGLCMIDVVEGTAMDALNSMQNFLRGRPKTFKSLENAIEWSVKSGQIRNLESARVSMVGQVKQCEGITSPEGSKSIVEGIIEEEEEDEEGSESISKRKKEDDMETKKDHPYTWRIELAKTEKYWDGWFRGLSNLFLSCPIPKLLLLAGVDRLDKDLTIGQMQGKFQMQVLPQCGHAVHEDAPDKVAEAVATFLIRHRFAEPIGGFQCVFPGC
# MCL1-BIM inh – MCL1-BIM-BH3 interaction inhibition (human); Q07820; 320,000 compounds, 0.68% hits; inhibition, % at 10.9 µM; GST-MCL1 / FITC-Bim-BH3 fluorescence polarization;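 active = inhibition above the mean inhibition of all tested compounds plus 3 SD, set per campaign, cut at about 40% in these data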;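 note: 0% = DMSO wells and 100% = unlabeled Bim-BH3 peptide control; higher means more loss of mP so more displacement of Bim peptide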
# Efflux pump inh – inhibitors of Candida antifungal efflux pumps expressed in yeast. S. cerevisiae Candida pump triplex, Nile Red efflux. inhibition, % at 10 µM. 330,000 compounds, 0.44% hits. AID 485275;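 active = plate passing quality check with inhibition over a set limit, or well fluorescence over plate mean plus 4 SD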;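 note: Nile Red retained in pooled yeast measured as flow cytometry median fluorescence; 0% = buffer negative control and 100% = Enniatin B positive control; higher means more Nile Red kept so more efflux inhibition; some compounds called inactive have numbers as strong as hits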
# * = called active by the depositor; nt = not tested or not shown. Only part of the results is shown; the hit share may differ from the screen's.
SMILES,VLA-4 inh,Fam108B inh,MEX-5 binding,BCLXL inh,GLD-1 RNA inh,GRK2 aptamer HTS,PME-1 primary,MCL1-BIM inh,Efflux pump inh
N#CC(C(=O)NCc1ccccc1)c1nc2ccccc2nc1N1CCCC1 (stereo unspecified),-11,-2,-97*,5,-11,3,-6,8,0.9*
CCOc1ccccc1NC(=O)C(=O)CC(=O)c1ccc(OC)cc1,9,5,3.4,4,-7,2,10,8,0.3
O=[N+]([O-])c1ccc(-c2n(-c3ccccn3)c3ccccc3[n+]2-c2ccccn2)cc1,-1,-5,-0.4,8,8,0,0,10,-0.1
COc1ccc(CCN=C(N)C(C)c2ccccc2)cc1OC (stereo unspecified),17,1,-1.3,6,-1,0,-1,-3,-0.1
C=CCOc1cccc(C2C(C(=O)c3ccc(C)o3)=C(O)C(=O)N2c2nnc(C)s2)c1 (stereo unspecified),-3,0,-20,89*,91*,3,0,81*,0.0
Cc1ccc(C(=O)COC(=O)c2cc(Cl)ccc2O)cc1[N+](=O)[O-],-4,-3,0.9,-2,6,1,2,1,0.2
Cc1cccc(C(=O)N2CCCC(CCC(=O)N3CCN(c4ccccn4)CC3)C2)c1 (stereo unspecified),-4,-1,0.3,7,3,8,8,12,-0.1
CSCCC(NS(=O)(=O)c1ccc(C)cc1)C(=O)NCC(C)(C)N1CCOCC1 (stereo unspecified),7,nt,nt,6,2,0,3,3,-0.2
N#Cc1cccc(NC(=O)COC(=O)c2ccc[n+]([O-])c2)c1,0,nt,nt,nt,4,1,nt,nt,0.1
CC(NC(=O)c1cccc(N2CCCC2=O)c1)c1ccc2c(c1)OCCO2 (stereo unspecified),-3,0,1.1,3,1,0,0,-3,-0.1
Cc1cc(C)c(C#N)c(N2CCN(Cc3ccccc3)CC2)n1,-2,-1,-13,12,9,0,-2,5,0.2
O=C(COn1nnc2ccc(Cl)cc21)NCc1ccccc1,6,-5,-0.6,3,-2,0,-5,-2,0.0
COc1cc2c(cc1OC)C(Cc1ccc(O)cc1)NCC2 (stereo unspecified),-1,-2,1.0,3,2,3,2,1,-0.1
CCNc1nc(NC(C)CC)nc(Oc2ccc(=O)[nH]n2)n1 (stereo unspecified),24,1,-0.9,2,0,3,-3,-1,-0.1
C[C@H]1CN([C@@H](C)CO)C(=O)c2cccc(NS(=O)(=O)c3ccc(Cl)cc3)c2O[C@@H]1CN(C)CC1CCCCC1,12,nt,nt,nt,8,3,nt,nt,0.1
O=C(CCNC(=O)N1CC(=O)Nc2ccccc21)Nc1ccc(Cl)cc1,-95,3,-1.7,-2,2,5,0,0,0.1
CCC(C)(C)n1nnnc1CN1CCN(C(c2ccccc2)c2ccccc2)CC1,30,-7,-0.9,3,-6,1,1,4,0.1
C=CCNC(=S)NCc1ccc(CNC(=S)NCC=C)cc1,2,5,-1.2,0,4,0,5,3,0.3
CC1(C(=O)Nc2cccc(-n3cnnn3)c2)Cc2ccccc2C(=O)O1 (stereo unspecified),3,nt,nt,nt,4,0,nt,nt,0.8
Cc1ccc2occ(/C=N/NC(=O)c3ccccc3C)c(=O)c2c1,-10,4,-1.1,0,-6,12,5,4,0.1
O=C(O)c1ccc2c3c(cccc13)C(=O)N(c1ccccc1)C2=O,-2,6,-11,26,11,40,-7,37,0.0
CCN(C(=O)COC(=O)CCOc1ccccc1)c1c(N)n(Cc2ccccc2)c(=O)[nH]c1=O,4,nt,nt,-9,4,5,0,-13,0.0
Cc1cc(OCC(=O)Nc2ccc(OCc3ccccc3)cc2)nc(C(C)C)n1,-2,-5,2.2,-3,6,0,1,-8,0.0
COc1ccc(CCNC(=O)C(=O)NCC2CCCN2S(=O)(=O)c2ccc(OC)cc2)cc1 (stereo unspecified),1,4,-2.1,-2,5,0,1,-2,-0.1
CCOC(=O)C1(C)/C(=N/Nc2cccc(Cl)c2)C(=O)C(=O)N1c1ccccc1 (stereo unspecified),0,2,-23,10,-3,0,4,12,-0.1

# (continued)
SMILES,VLA-4 inh,Fam108B inh,MEX-5 binding,BCLXL inh,GLD-1 RNA inh,GRK2 aptamer HTS,PME-1 primary,MCL1-BIM inh,Efflux pump inh
CNC(=O)N(O)C1N(C)C(=O)N(Cc2ccccc2)C1(C)C (stereo unspecified),4,-3,-3.1,6,5,0,0,1,-0.1
O=P(c1ccccc1)(c1ccccc1)c1nc(-c2ccccc2)oc1N1CCOCC1,-9,2,3.6,1,9,1,-8,7,0.1
COc1cccc(NC(=O)Cn2c3ccccc3c3nc4n(c(=O)c32)CCCS4)c1,13,0,2.4,4,4,4,2,6,0.0
Cc1ccc(-c2nn(-c3ccccc3)cc2/C=C/C(=O)O)o1,-16,-6,-0.7,1,1,5,-6,2,-0.1
O=C(CCc1nnc2ccc(NCc3ccccc3)nn12)NCC1CCN(C2CCCC2)C1 (stereo unspecified),16,-2,-2.6,11,3,0,-10,7,0.1
NS(=O)(=O)c1cccc(NC(=O)CSc2nn(-c3ccccc3)c(=S)s2)c1,24,-7,nt,1,0,0,-1,-5,0.0
COc1cc(OC)cc(C(=O)Nc2ccc3c(c2)n(C)c(=O)n3C)c1,10,2,1.4,3,-3,0,1,9,-0.1
Cc1cc(C(=O)CN2CCN(CC(=O)Nc3cccc(F)c3)CC2)c(C)n1C1CC1,-9,nt,nt,4,5,1,0,4,0.1
NNC(=O)c1[nH]c(-c2ccccc2)cc1-c1ccccc1,7,1,-6.4,-5,8,3,-1,2,0.6
COc1ccccc1N1CCN(C(=O)c2ccc3c(=O)n4c(nc3c2)CCCCC4)CC1,-51,nt,nt,3,-1,0,-1,6,0.8
COc1cc(NC(=S)NCc2ccc(S(N)(=O)=O)cc2)c(OC)cc1Cl,8,-2,1.1,4,2,0,0,11,0.1
CC1CCCCC1NC(=O)c1ccc(-n2cncn2)cc1 (stereo unspecified),2,nt,nt,nt,2,0,nt,nt,0.3
O=C(Nc1ccc(OC(F)F)cc1)c1cc(S(=O)(=O)N2CCOCC2)ccc1F,0,-7,-1.4,-1,-1,2,-1,-12,-0.3
CCS(=O)(=O)n1nc(-c2ccc(Cl)cc2)nc1N,37,-2,2.4,0,-3,3,5,2,0.3
Cn1c(=O)c2cc(S(=O)(=O)Nc3cccc(F)c3)ccc2n(C)c1=O,15,-1,0.5,8,1,0,-1,0,0.1
O=C(Nc1c2c(nn1-c1ccccc1)CS(=O)(=O)C2)c1ccc2c(c1)OCO2,1,-1,2.5,6,5,4,4,4,-0.1
Cn1cnnc1SCC(=O)NC1CCCC1,-6,-2,1.4,6,0,0,-5,14,0.4
O=C(NCc1ccco1)C1CCN(c2nnc(-n3cccc3)s2)CC1,16,0,-0.4,4,6,0,5,7,0.0
O=C(c1ccc(-c2ccc([N+](=O)[O-])cc2)o1)N1CCCCCCC1,9,nt,nt,-2,0,6,-1,-3,0.0
COc1cc(/C=N/O)c(Br)cc1OCC(=O)Nc1ccccc1C,3,4,0.9,3,-8,0,-5,-5,0.5
CCOc1cc(/C=C2/NC(=O)NC2=O)cc(Br)c1OCc1ccc(C(=O)O)cc1,-3,1,1.5,-8,-5,0,-5,-19,0.0
S=C(NC1CCCCC1)N1CCN(c2ccccn2)CC1,18,0,-0.9,-3,-3,3,0,7,-0.1
COc1ccc(Nc2nc3ccccc3n3cnnc23)cc1,-4,1,-1.0,-1,-3,0,14,5,0.0
N#Cc1ccc(N2CCOCC2)nc1,1,-3,2.2,6,2,0,-4,4,0.0
O=C1c2ccccc2NC(c2ccc(-c3ccccc3F)o2)N1O (stereo unspecified),0,nt,nt,-7,-14,4,7,-3,-0.2

# (more compounds)
SMILES,VLA-4 inh,Fam108B inh,MEX-5 binding,BCLXL inh,GLD-1 RNA inh,GRK2 aptamer HTS,PME-1 primary,MCL1-BIM inh,Efflux pump inh
Cc1ccc(C2=C/C(=C/c3cccnc3)C(=O)O2)c(C)c1,-4,-2,-1.8,0,2,2,-4,-3,-0.1
CC1=C(C(=O)OCc2ccccc2)C(c2ccccc2Cl)NC(=O)N1CCCC(=O)O (stereo unspecified),2,0,-1.0,1,4,1,5,-3,-0.1
c1ccc2c(Nc3nc(-c4ccncc4)nc4ccccc34)cccc2c1,18,2,3.3,4,4,2,2,3,0.0
CCCS(=O)(=O)N1CCCC(C(=O)Oc2ccc(Cl)cc2)C1 (stereo unspecified),3,2,0.4,3,-2,2,4,8,0.4
Cc1nc(C(F)(F)F)nc(Nc2ccc(Br)cc2)c1C#N,2,0,0.7,5,6,1,-2,-1,-0.1
CC1(C)NC(=O)N(CCOCCOc2ccc3ccccc3c2Br)C1=O,35,-3,-1.5,-2,7,1,0,-2,-0.1
COc1ccc(N2C(=O)c3ccccc3NC23CCC(C)CC3)cc1 (stereo unspecified),-4,-3,2.0,3,-4,0,3,4,0.0
Cc1ccsc1C(=O)OCc1nnc(-c2ccccc2)o1,-9,nt,nt,nt,8,0,nt,nt,0.0
CCCC(=O)Nc1ccc2nc(SCC(=O)Nc3nccs3)sc2c1,4,-3,-1.9,-17,0,0,-7,-27,0.0
O=C(O)/C=C/C(=O)N1CCN(C(c2ccccc2)c2ccccc2)CC1,-5,2,0.5,7,1,0,0,6,-0.2
NC1=NC(c2cccc(Cl)c2)N(CCc2ccc(F)cc2)C(N)=N1 (stereo unspecified),-1,1,0.7,-1,-9,0,7,-2,-0.1
COc1ccc(NC(=O)COC(=O)c2cc(OC)c(OC)cc2NC(=O)c2ccco2)cc1OC,-4,-2,0.1,-16,4,2,4,-21,0.1
COc1ccnc(Nc2ccc(C)c(C)c2)c1C#N,4,-2,1.9,-4,-6,1,-2,0,0.0
COc1cccc(C2=NN(C(=O)CCCC(=O)O)C(c3cccs3)C2)c1 (stereo unspecified),-9,0,1.6,-1,-1,0,-2,5,0.2
O=C(Cn1cnc2c(oc3ccccc32)c1=O)NCc1ccccc1,7,-1,-2.1,1,3,0,2,2,0.0
Cc1c(CC(=O)O)c(=O)oc2c(C)c3occ(-c4ccccc4)c3cc12,0,-6,-2.1,10,2,1,-3,11,-0.2
COc1ccccc1C(=O)NC(CCSC)C(=O)NC1CCCCCC1 (stereo unspecified),1,-2,-1.2,5,-3,1,-1,4,-0.1
O=C(O)CCc1nn2c3ccccc3n(CC(=O)c3ccccc3)c2nc1=O,4,-1,-1.2,1,-1,4,0,-4,-0.1
CN(C)S(=O)(=O)Oc1ccsc1C(=O)Nc1cccc(Cl)c1,2,1,-0.3,0,7,2,2,2,0.1
Cc1ccc(C(=O)N/C(=C\c2ccc(Br)cc2)c2nc(=S)[nH][nH]2)cc1,20,-24,1.5,-13,-15,1,-27,-18,0.1
O=C(NCC1CCCO1)C1CCN(S(=O)(=O)N2CCCC2)CC1 (stereo unspecified),7,-4,-0.7,2,5,0,0,6,-0.1
COc1ccc(OC)c(C(c2nnnn2C2CCCC2)N2CCN(c3ccccc3F)CC2)c1 (stereo unspecified),5,6,0.7,2,5,0,1,3,0.0
O=C1/C(=C\c2ccc(-c3ccccc3Cl)o2)SC(=S)N1CC1CCCO1 (stereo unspecified),-18,0,-10,0,-17,51*,3,-7,0.5*
CCn1c(NCc2ccco2)nc2c1c(=O)n(C)c(=O)n2C,13,-4,-4.9,4,-2,0,0,2,-0.1
CCN(CC(=O)NCc1cccs1)S(=O)(=O)c1ccc([N+](=O)[O-])cc1,10,-1,-0.3,-3,2,0,2,1,0.0

# As entered above.
# Result for COc1ccccc1C(=O)NC(CCSC)C(=O)NC1CCCCCC1 (stereo unspecified) under MCL1-BIM inh: 4
# Result for CCn1c(NCc2ccco2)nc2c1c(=O)n(C)c(=O)n2C under BCLXL inh: 4
